GRP78 ERSR act = qHTS for Inducers of the Endoplasmic Reticulum Stress Response (ERSR) in Human Glioma: qHTS; Potency, µM, for inactives: at the top dose activation, most hits filed as activators; U87-MG GRP78 promoter luciferase reporter, 16 h; hit rate 0.02% among 420,000; also: potency is read from the fitted curve at half-maximal effect; series mostly up to about 76 µM; % of control where 0% means no effect; nearly all actives have a fitted effect of over 35% in size
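Stably transfected U87-MG glioma cells carrying a GRP78-based luciferase sensor; 16 h compound incubation. Luminescence end-point read 10 min after Bright-Glo addition at room temperature.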
RXFP1 ag = qHTS Assay for Agonists of the Relaxin Receptor RXFP1; AID 2676, 2010; HEK293T-RXFP1 cAMP TR-FRET, 30 min; response scale: percent of porcine relaxin response, buffer zero; Potency, µM (doses to about 57.5 µM), for the others: at the highest dose activation, actives largely listed as activators; hit rate 0.3% among 370,000; also: potency is read from the fitted curve at half-maximal effect; % is scaled to controls: 0 for no effect and ±100 for the full control effect; nearly all actives have a fitted effect of over 60% in size; many of its hits are not listed in these tables
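HEK293 cells stably expressing RXFP1, treated 30 min at 37C with compounds plus PDE4 inhibitor Ro 20174; cAMP measured by HTRF TR-FRET. Normalized to buffer and 29 nM porcine relaxin; EC50 by Hill fit.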
mIDH1 inhibitor = qHTS for Inhibitors of mutant isocitrate dehydrogenase 1 (IDH1): qHTS | Isocitrate dehydrogenase [NADP] cytoplasmic (Homo sapiens), O75874 | IDH1-R132H enzyme, NADPH consumption, diaphorase/resazurin fluorescence | Potency, µM (doses to about 76.6 µM), for inactives: at the highest dose activity change, negative = inhibition, most hits filed as inhibitors | hit rate 0.093% among 390,000; also: potency is read from the fitted curve at half-maximal effect; % is scaled to controls: 0 for no effect and ±100 for the full control effect; nearly all actives have a fitted effect of over 65% in size
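IDH1-R132H (0.5 ug/mL dispensed) in pH 7.5 Tris buffer was preincubated 30 min with compound, then given a substrate mix of 0.016 mM NADPH and 2 mM alpha-KG for 80 min at room temperature; remaining NADPH was read by diaphorase/resazurin fluorescence.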
USP1-UAF1 inh = Inhibitors of USP1/UAF1: Primary Screen. hit rate 0.23% among 390,000. Potency, µM (titrated, usually from 57.1 µM), for the others: top-dose activity change, negative = inhibition, hits mostly inhibitors. recombinant USP1/UAF1, Ub-Rhodamine cleavage fluorescence. AID 743255, 2014; also: potency is read from the fitted curve at half-maximal effect; % is scaled to controls: 0 for no effect and ±100 for the full control effect; nearly all actives have a fitted effect of over 60% in size; inactives centre near -12
Target sequence (O94782 whole entry, looked up): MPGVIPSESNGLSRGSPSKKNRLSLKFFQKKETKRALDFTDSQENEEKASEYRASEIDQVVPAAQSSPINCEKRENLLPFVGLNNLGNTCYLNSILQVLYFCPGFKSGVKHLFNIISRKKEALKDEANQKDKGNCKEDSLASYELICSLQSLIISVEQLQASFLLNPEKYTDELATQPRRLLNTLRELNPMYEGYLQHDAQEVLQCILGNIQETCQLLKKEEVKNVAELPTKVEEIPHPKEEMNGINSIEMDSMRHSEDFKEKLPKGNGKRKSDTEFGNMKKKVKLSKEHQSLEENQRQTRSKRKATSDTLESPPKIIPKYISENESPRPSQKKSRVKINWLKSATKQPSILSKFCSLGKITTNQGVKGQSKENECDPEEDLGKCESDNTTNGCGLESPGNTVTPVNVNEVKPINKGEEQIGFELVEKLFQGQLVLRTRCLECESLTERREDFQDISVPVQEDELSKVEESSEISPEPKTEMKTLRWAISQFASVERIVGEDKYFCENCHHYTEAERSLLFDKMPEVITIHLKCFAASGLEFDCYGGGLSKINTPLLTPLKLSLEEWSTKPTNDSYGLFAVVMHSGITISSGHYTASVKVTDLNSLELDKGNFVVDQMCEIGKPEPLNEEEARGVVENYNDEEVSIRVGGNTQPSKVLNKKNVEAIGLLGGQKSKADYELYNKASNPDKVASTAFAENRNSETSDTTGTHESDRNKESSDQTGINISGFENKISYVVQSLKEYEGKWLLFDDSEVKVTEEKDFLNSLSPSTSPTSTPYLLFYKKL
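USP1/UAF1 complex (1 nM) preincubated 15 min at room temperature with compound, then Ub-Rho substrate (150 nM final) added. Kinetic fluorescence at 480/540 nm over 6 reads at 60 s intervals; 50 mM HEPES pH 7.8, 0.5 mM EDTA, 0.1 mg/ml BSA, 1 mM TCEP, 0.01% Tween-20.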
PI4K2A block = qHTS for small molecular inhibitors of PI4K2A | purified PI4K2A, ADP-Glo luminescence, 1 h; active compounds read low | activity change, negative = inhibition, % at 76.9 µM | hit rate 0.13% among 420,000; in the data active = activity change below about -50%; inconclusive = mostly about -30% to -49%;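 also: -100% = wells without enzyme as full effect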
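PI4K2A activity was measured by ADP-Glo luminescence: enzyme (4 ug/mL stock) and phosphatidylinositol (1.2 mM stock) in Tris pH 7.5/MgCl2/EGTA/Triton X-100 buffer were reacted with ATP (300 microM stock) for one hour at ambient temperature.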
Vif-APOBEC3F blk = qHTS for Inhibitors of Vif-A3F Interactions: qHTS. hit rate 0.2% among 390,000. HeLa A3F-eYFP + Vif (tagged APOBEC3F with the HIV-1 protein that degrades it), YFP fluorescence increase. Potency, µM (highest dose often 46.1 µM), inactives show at the highest dose activity, negative = active; also: potency is read from the fitted curve at half-maximal effect; % of control where 0% means no effect; nearly all actives have a fitted effect of over 65% in size
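HeLa cells stably expressing Vif plus C-terminally eYFP-tagged A3F were seeded, incubated overnight at 37 deg C, dosed with compound, incubated overnight again at 37 deg C. Yellow fluorescence (Ex 488/Em 500-530) reported blocked Vif-mediated A3F-eYFP degradation.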
TrxR1 substrate = qHTS Assay for Substrates of Mammalian Selenoprotein Thioredoxin Reductase 1 (TrxR1): qHTS. Thioredoxin reductase 1, cytoplasmic (Rattus norvegicus), O89049. purified TrxR1 substrate turnover, NADPH consumption readout. Potency, µM (doses to about 114 µM), inactives show at the highest dose activity change, negative = substrate turnover. hit rate 0.01% among 390,000. AID 588456, 2011; also: potency is read from the fitted curve at half-maximal effect; % is scaled to controls: 0 for no effect and ±100 for the full control effect; nearly all actives have a fitted effect of over 50% in size
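Rat TrxR1, dispensed at 90 nM, was prereduced with 400 uM NADPH (final) for 5 min at ~22 deg C, then incubated with compound 15 min before 400 uM selenite. A first-read NADPH fluorescence drop versus no-compound background flagged substrates.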
LDHA block = qHTS assay for inhibitors of human lactate dehydrogenase; purified LDHA, NADH/diaphorase-resazurin fluorescence; active compounds read low; activity change, % (values are at about 110 or 230 µM); hit rate 0.15% among 480,000; in the data active = activity change below about -30%; inconclusive = mostly about -25% to -30%;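 also: plate controls were DMSO wells for no effect and wells without enzyme for full effect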
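Human LDH5 at 2 nM final in Tris HCl pH 7.4 with 0.06 mM NADH and 0.2 mM pyruvate, reacted 5 minutes at room temperature. Remaining NADH coupled via diaphorase/resazurin; resorufin fluorescence read at 0 and 20 minutes, normalized to enzyme-free and DMSO wells.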
Vif-APOBEC3G blk = qHTS for Inhibitors of Vif-A3G Interactions: qHTS; HeLa A3G-eYFP + Vif (tagged APOBEC3G with the HIV-1 protein that degrades it), YFP fluorescence, overnight; AID 602310, 2012; hit rate 0.076% among 410,000; Potency, µM (highest dose often 46.1 µM), for the others: at the top dose activity, negative = active, most hits filed as inhibitors;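 also: potency is read from the fitted curve at half-maximal effect; % is scaled to controls: 0 for no effect and ±100 for the full control effect; nearly all actives have a fitted effect of over 60% in size; hits raise eYFP signal because A3G escapes Vif-driven loss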
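Read-out is eYFP fluorescence (Ex 488/Em 500-530) from Vif-expressing HeLa A3G-eYFP cells; more signal means A3G escaped Vif-mediated degradation. Cells plated overnight, compound pinned in, incubated overnight at 37 deg C.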
An asterisk follows results filed as active; ? = inconclusive; nt = no result given; [ ] = another dose, or the depositor's remark. Unless noted, calls follow the shape of the dose curve; as a rule, active = well fitted curve in the direction sought with a large enough effect; inconclusive = small, poorly fitted or top-dose-only effect, or another doubt; inactive = no such curve, though single readings can be large; an effect the other way counts as inactive or inconclusive. Some of the compounds tested; the hit share may differ from the screen's.

#1 CCOC(=O)C1CCN(S(=O)(=O)c2ccc3c(ccn3C)c2)CC1
#2 O=C(COc1ccc(S(=O)(=O)N2CCCCC2)cc1)N1CCCC1
#3 CN(C)S(=O)(=O)c1ccc(NC=C(C#N)C#N)cc1
#4 CC1=C(C(=O)OC2CCCCCC2)C(c2c(F)cccc2Cl)CC(=O)N1 (stereo not drawn)
#5 N#Cc1ccccc1S(=O)(=O)N1CCN(C(=O)C2COc3ccccc3O2)CC1 (stereo not drawn)
#6 Cc1nc2ccc(F)cc2cc1C(=O)NC(C)C
#7 COc1ccc(C2C(C(=O)N3CCCCC3)c3ccccc3C(=O)N2C)cc1 (stereo not drawn)
#8 CCOC(=O)CN1Cc2cccc(C(=O)O)c2C1=O

assay / entry	1	2	3	4	5	6	7	8
GRP78 ERSR act	0%	-4%	1%	-1%	11%	-3%	-7%	2%
RXFP1 ag	4.5%	0.6%	5.6%	0.9%	2.3%	2.7%	0.6%	-2.0%
mIDH1 inhibitor	-14%	3%	16%	-2%	1%	0%	15%	-7%
USP1-UAF1 inh	-16%	?	-11%	-20%	5%	?	-6%	-18%
PI4K2A block	0	3	6	-4	0	0	2	2
Vif-APOBEC3F blk	1%	-1%	-14%	0%	6%	-11%	5%	-16%
TrxR1 substrate	-5%	5%	-3%	-19%	0%	4%	3%	-2%[57.1 µM]
LDHA block	-4	-4	-6	-7	-7	19	-1	1
Vif-APOBEC3G blk	2%	4%	-2%	-3%	1%	5%	-18%	0%

#9 O=C(CCSc1nnc(-c2ccncc2)o1)Nc1ccc(Cl)cc1
#10 COc1cc(C(C)=O)ccc1Oc1ncnc2c1cnn2-c1ccc(F)cc1
#11 Nc1ncnc2c1ncn2[C@@H]1O[C@H](CNC(=O)[C@H]2CCC(=O)N2)[C@@H](O)[C@H]1O
#12 CCOC(=O)C(C)C1(O)c2ccccc2-c2ncccc21 (stereo not drawn)
#13 Cn1c(=O)oc2cc(S(=O)(=O)N3CCC(C(=O)N4CCN(c5ccccc5)CC4)CC3)ccc21
#14 CCC(Oc1ccc(F)cc1)C(=O)Nc1nc2c(s1)CCCC2 (stereo not drawn)
#15 CCOC(=O)C1=C(COC(=O)c2cc(OC)c(OC)c(OC)c2)NC(=O)NC1C (stereo not drawn)
#16 COc1ccc(C2CC(=O)C3=C(C2)Nc2ncnn2C3c2ccccc2C)c(OC)c1 (stereo not drawn)

assay / entry	9	10	11	12	13	14	15	16
GRP78 ERSR act	-4%	8%	-4%	-3%	-4%	-2%	-1%	1%
RXFP1 ag	-2.8%	5.8%	nt	1.0%	2.3%	1.5%	1.0%	1.3%
mIDH1 inhibitor	1%	0%	-5%	7%	3%	-1%	7%	0%
USP1-UAF1 inh	-5%	-3%	-10%	-20%	-17%	1%	-15%	-6%
PI4K2A block	-1	-2	-16	-1	-4	-2	-5	-2
Vif-APOBEC3F blk	nt	10%	-8%	-7%	-3%	0%	5%	4%
TrxR1 substrate	2%	-11%	-2%	2%	9%	-4%	1%	0%[57.1 µM]
LDHA block	2	-5	-6	-3	-3	-1	-2	1
Vif-APOBEC3G blk	1%	-1%	-2%	0%	-1%	1%	0%	-7%

#17 COc1ccccc1C1=NN(C2=NN=C(N)Cc3ncnn32)C(O)(C(F)(F)F)C1 (stereo not drawn)
#18 CCN1CCC(NC(=O)Nc2ccc(F)cc2)CC1
#19 O=C(Nc1cc(Cl)ccc1Oc1ccccc1)c1ccccc1F
#20 CC1CCCN(S(=O)(=O)c2ccc(C(=O)Nc3ccccc3-c3nc4ccccc4[nH]3)cc2)C1 (stereo not drawn)
#21 Cn1nc(C(F)(F)F)c(CN2CC(C)(C)C2=O)c1N1CCOCC1
#22 COc1cccc(CC2(CO)CCN(CC3=CC[C@H]4C[C@@H]3C4(C)C)CC2)c1
#23 O=C(O)C1CCCCN1C(=O)c1cc2c(s1)CCCCC2 (stereo not drawn)
#24 O=C1CC2c3ccccc3C1C1C(=O)N(CCO)C(=O)C21 (stereo not drawn)

assay / entry	17	18	19	20	21	22	23	24
GRP78 ERSR act	-2%	-2%	0%	-3%	-1%	-3%	-2%	1%
RXFP1 ag	5.2%	-1.1%	-0.1%	-0.1%	1.5%	-0.9%	1.9%	1.0%
mIDH1 inhibitor	-6%	8%	10%	3%	13%	0%	0%	-2%
USP1-UAF1 inh	-4%	-16%	-17%	-5%	-3%	-23%	-4%	-6%
PI4K2A block	-2	0	7	-1	1	0	0	-3
Vif-APOBEC3F blk	-1%	-14%	4%	1%	1%	2%	-1%	-4%
TrxR1 substrate	65%[activator]	6%	-3%	11%	3%[57.1 µM]	4%	-5%	15%
LDHA block	10	0	0	1	-7	2	-9	0
Vif-APOBEC3G blk	-5%	-2%	-14%	0%	1%	8%	-1%	3%

A different layout for some results above:
19. O=C(Nc1cc(Cl)ccc1Oc1ccccc1)c1ccccc1F
  GRP78 ERSR act: 0%; RXFP1 ag: -0.1%; mIDH1 inhibitor: 10%; USP1-UAF1 inh: -17%; PI4K2A block: 7; Vif-APOBEC3F blk: 4%; TrxR1 substrate: -3%; LDHA block: 0; Vif-APOBEC3G blk: -14%

20. CC1CCCN(S(=O)(=O)c2ccc(C(=O)Nc3ccccc3-c3nc4ccccc4[nH]3)cc2)C1 (stereo not drawn)
  GRP78 ERSR act: -3%; RXFP1 ag: -0.1%; mIDH1 inhibitor: 3%; USP1-UAF1 inh: -5%; PI4K2A block: -1; Vif-APOBEC3F blk: 1%; TrxR1 substrate: 11%; LDHA block: 1; Vif-APOBEC3G blk: 0%

21. Cn1nc(C(F)(F)F)c(CN2CC(C)(C)C2=O)c1N1CCOCC1
  GRP78 ERSR act: -1%; RXFP1 ag: 1.5%; mIDH1 inhibitor: 13%; USP1-UAF1 inh: -3%; PI4K2A block: 1; Vif-APOBEC3F blk: 1%; TrxR1 substrate: 3%[57.1 µM]; LDHA block: -7; Vif-APOBEC3G blk: 1%

22. COc1cccc(CC2(CO)CCN(CC3=CC[C@H]4C[C@@H]3C4(C)C)CC2)c1
  GRP78 ERSR act: -3%; RXFP1 ag: -0.9%; mIDH1 inhibitor: 0%; USP1-UAF1 inh: -23%; PI4K2A block: 0; Vif-APOBEC3F blk: 2%; TrxR1 substrate: 4%; LDHA block: 2; Vif-APOBEC3G blk: 8%

(list continues)
#25 CCn1c(SCC(=O)Nc2cccc(C)c2)nc2nc3c(cc2c1=O)COC(C)(C)C3
#26 CC(=O)N1CCc2cc(Br)cc(S(=O)(=O)NCc3ccccn3)c21
#27 OCCN(Cc1ccccc1)C(=S)NC1CCCCC1
#28 CCN(CCCNC(=O)C1CCC(=O)N1Cc1ccccc1Cl)c1cccc(C)c1 (stereo not drawn)
#29 N#Cc1ccccc1OCC(=O)OCC(=O)NC1CCCCCC1
#30 COc1ccccc1OCCC(=O)OCC(=O)Nc1ccc(S(=O)(=O)N2CCOCC2)cc1
#31 CCCCN(CCCC)S(=O)(=O)c1ccc(NC(=O)c2cccs2)cc1
#32 CCN(C(=O)COC(=O)c1cc(-c2ccccc2)nn1-c1ccccc1)C1CCS(=O)(=O)C1 (stereo not drawn)

assay / entry	25	26	27	28	29	30	31	32
GRP78 ERSR act	-3%	-7%	-3%	-5%	4%	0%	-7%	-1%
RXFP1 ag	0.6%	-0.1%	1.0%	-1.1%	1.8%	1.6%	1.8%	-0.1%
mIDH1 inhibitor	1%	1%	8%	0%	4%	4%	4%	5%
USP1-UAF1 inh	-7%	-19%	-10%	-10%	-3%	-18%	-17%	-3%
PI4K2A block	-5	-1	3	6	4	-22	4	-2
Vif-APOBEC3F blk	-8%	3%	1%	-6%	7%	0%	-8%	?
TrxR1 substrate	-20%[57.1 µM]	8%[57.1 µM]	1%	-12%	7%	7%[57.1 µM]	-3%	-5%
LDHA block	1	2	-5	8	0	-7	4	-2
Vif-APOBEC3G blk	0%	-2%	2%	-6%	1%	3%	7%	0%

#33 CCCCN(C)CCNC(=O)c1nn(-c2ccc(OC)c(Cl)c2)c(=O)c2c1c1ccccc1n2C
#34 COc1cccc(CNC(=O)CSc2cc(C)[nH]c(=O)n2)c1
#35 C=CCOC(=O)C1=C[C@H](C2CCCCC2)[C@@H](CCCO)[C@H](OCC)O1
#36 O=C(CC1C(=O)NCCN1Cc1cccc(C(F)(F)F)c1)NCCc1cnccn1 (stereo not drawn)

assay / entry	33	34	35	36
GRP78 ERSR act	-3%	-2%	-5%	-4%
RXFP1 ag	0.2%	2.9%	1.6%	-1.9%
mIDH1 inhibitor	-3%	0%	3%	-2%
USP1-UAF1 inh	7%	-11%	-23%	-10%
PI4K2A block	-2	3	5	-8
Vif-APOBEC3F blk	3%	0%	-3%	-7%
TrxR1 substrate	-1%	0%[57.1 µM]	-1%	-1%
LDHA block	-3	-7	0	1
Vif-APOBEC3G blk	2%	5%	-1%	-6%
